Source: PubChem BioAssay
IDH1 R132H inh = inhibitors of human mutant IDH1 R132H; O75874; IDH1-R132H enzyme, NADPH consumption, diaphorase/resazurin fluorescence; Potency, µM (top dose mostly 76.6 µM), inactives show top-dose activity change, negative = inhibition, usual class: inhibitors; 390,000 tested, 0.093% active; AID 602179; note: % is set by controls: 0 for no effect and ±100 for the full control effect; nearly all actives have a fitted effect of over 65% in size
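IDH1-R132H (0.5 ug/mL) preincubated 30 min with compound, then NADPH (0.016 mM) and alpha-KG (2 mM) added; 80 min at RT, pH 7.5. Remaining NADPH coupled via diaphorase/resazurin to fluorescence (540/590 nm); concentration-response curves normalized to no-enzyme control.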
ALOX12 inh = blocks human arachidonate 12S-lipoxygenase. 580,000 tested, 1.1% active. Potency, µM (series often up to 108 µM), for the others: top-dose activity change, negative = inhibition, hits mostly inhibitors. AID 1671190. purified 12hLO, xylenol orange hydroperoxide absorbance. P18054; note: % is set by controls: 0 for no effect and ±100 for the full control effect
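Purified human 12hLO at 150 nM in 25 mM Hepes, 0.01% Triton X-100, pH 7.0, preincubated 15 min at room temperature with compound. Reaction started with 40 uM arachidonic acid, 30 min at room temperature. Hydroperoxide measured by Fe-xylenol orange, 573/405 nm absorbance ratio.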
USP1 inh = inhibitors of human USP1/UAF1 deubiquitinase; recombinant USP1/UAF1, Ub-Rhodamine cleavage fluorescence; Potency, µM (doses to about 57.1 µM), for the others: at the highest dose activity change, negative = inhibition, usual class: inhibitors; 390,000 tested, 0.23% active; AID 743255; note: % is set by controls: 0 for no effect and ±100 for the full control effect; nearly all actives have a fitted effect of over 60% in size; inactives centre near -12
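In this screen, compounds sit with the deubiquitinase complex (1nM) for 15 min at room temperature before Ub-Rho is added at 150nM final. Fluorescence rise is then followed for 6 reads every 60 seconds.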
RXFP1 ag = agonists of human relaxin receptor RXFP1; 370,000 tested, 0.3% active; HEK293T-RXFP1 cAMP TR-FRET, 30 min; response scale: percent of porcine relaxin response, buffer zero; Potency, µM (doses to about 57.5 µM), for the others: at the top dose activation, usual class: activators; Q9HBX9; note: % is set by controls: 0 for no effect and ±100 for the full control effect; nearly all actives have a fitted effect of over 60% in size; many of its hits are not listed in these tables
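HEK293T cells stably expressing RXFP1 were pretreated with the PDE4 inhibitor Ro 20174, exposed to compounds for 30 min at 37C, lysed, and cAMP was read by TR-FRET. Data normalized to buffer (basal) and 29 nM porcine relaxin (100%).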
Vif-APOBEC3G blk = blocks the Vif interaction with human APOBEC3G | 410,000 tested, 0.076% active | AID 602310 | HeLa A3G-eYFP + Vif (tagged APOBEC3G with the HIV-1 protein that degrades it), YFP fluorescence, overnight | Potency, µM (top dose mostly 46.1 µM), for inactives: at the highest dose activity, negative = active, actives largely listed as inhibitors | Q9HC16;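 note: % is set by controls: 0 for no effect and ±100 for the full control effect; nearly all actives have a fitted effect of over 60% in size; hits raise eYFP signal because A3G escapes Vif-driven loss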
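Read-out is eYFP fluorescence (Ex 488/Em 500-530) from Vif-expressing HeLa A3G-eYFP cells; more signal means A3G escaped Vif-mediated degradation. Cells plated overnight, compound pinned in, incubated overnight at 37 deg C.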
Vif-A3F inh = blocks the Vif interaction with APOBEC3F; HeLa A3F-eYFP + Vif (tagged APOBEC3F with the HIV-1 protein that degrades it), YFP fluorescence increase; Potency, µM (series often up to 46.1 µM), for inactives: at the highest dose activity, negative = active; 390,000 tested, 0.2% active; AID 602313; note: % of control where 0% means no effect; nearly all actives have a fitted effect of over 65% in size
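HeLa cells stably expressing A3F-eYFP plus Vif, plated and incubated overnight at 37 deg C, then exposed to compounds overnight at 37 deg C. Blocked degradation read as raised yellow fluorescence (Ex 488/Em 500-530).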
RGS4 inhibitor = inhibitors of human regulator of G protein signaling 4; P49798; Transcreener GDP fluorescence polarization, RGS4-accelerated GTP hydrolysis; Potency, µM (highest dose often 114 µM), for the others: at the top dose activity change, negative = inhibition, actives largely listed as inhibitors; 390,000 tested, 0.039% active; AID 504845; note: % is set by controls: 0 for no effect and ±100 for the full control effect; nearly all actives have a fitted effect of over 75% in size; some results filed as inactive show a strong effect at the top dose
Target sequence (P49798 whole entry, looked up): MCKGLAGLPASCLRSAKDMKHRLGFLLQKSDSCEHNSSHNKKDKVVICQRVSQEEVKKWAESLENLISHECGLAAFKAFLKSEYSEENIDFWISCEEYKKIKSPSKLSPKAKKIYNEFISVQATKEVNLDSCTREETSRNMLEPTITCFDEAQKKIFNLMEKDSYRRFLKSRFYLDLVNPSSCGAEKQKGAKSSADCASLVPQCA
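MLSMR compounds (23 nl, pin-transferred) preincubated 10 min at room temperature with a 500nM (2x) first reagent, then RGS4 at 900nM (2x) plus Transcreener GDP mix added; fluorescence polarization (620/688 nm) read before and after 90 min at 30 °C.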
TrxR1 substrate = substrates of rat thioredoxin reductase 1; 390,000 tested, 0.01% active; purified TrxR1 substrate turnover, NADPH consumption readout; O89049; Potency, µM (doses to about 114 µM), without a hit: top-dose activity change, negative = substrate turnover; note: % is set by controls: 0 for no effect and ±100 for the full control effect; nearly all actives have a fitted effect of over 50% in size
Target sequence (O89049 whole entry, looked up): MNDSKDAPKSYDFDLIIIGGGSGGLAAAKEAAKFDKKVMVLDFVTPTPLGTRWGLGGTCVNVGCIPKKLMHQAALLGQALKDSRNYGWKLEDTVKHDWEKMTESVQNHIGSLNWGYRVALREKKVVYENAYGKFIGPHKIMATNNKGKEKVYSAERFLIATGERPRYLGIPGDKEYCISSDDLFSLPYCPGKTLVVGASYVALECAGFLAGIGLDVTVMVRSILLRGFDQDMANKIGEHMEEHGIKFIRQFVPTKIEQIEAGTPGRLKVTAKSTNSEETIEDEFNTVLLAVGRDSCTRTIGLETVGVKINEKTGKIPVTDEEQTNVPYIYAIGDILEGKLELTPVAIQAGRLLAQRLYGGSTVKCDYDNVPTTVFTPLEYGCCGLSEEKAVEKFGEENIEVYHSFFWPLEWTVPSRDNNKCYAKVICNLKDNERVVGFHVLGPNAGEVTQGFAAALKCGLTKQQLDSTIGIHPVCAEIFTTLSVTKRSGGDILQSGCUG
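Rat TrxR1, dispensed at 90 nM, was prereduced with 400 uM NADPH (final) for 5 min at ~22 deg C, then incubated with compound 15 min before 400 uM selenite. A first-read NADPH fluorescence drop versus no-compound background flagged substrates.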
TrxR1 inh = inhibitors of rat thioredoxin reductase 1; O89049; recombinant rTrxR1, NADPH fluorescence consumption, selenite substrate; Potency, µM (top dose mostly 114 µM), without a hit: at the top dose activity change, negative = inhibition, hits mostly inhibitors; 390,000 tested, 1% active; AID 588453; note: % is set by controls: 0 for no effect and ±100 for the full control effect; nearly all actives have a fitted effect of over 65% in size
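Rat TrxR1 (90 nM in the dispensed reagent) was pre-reduced with 400 uM NADPH for 5 min at room temperature, then incubated with compound for 15 min. After 400 uM selenite was added, NADPH fluorescence (Ex 340/Em 450 nm) was followed for 8 min.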
The depositor's hits bear a star; u = inconclusive; x = not tested or not shown; [ ] = dose if it differs, or a comment. Calls come from the whole dose curve; as a rule, active = well fitted curve in the direction sought with a large enough effect; inconclusive = small, poorly fitted or top-dose-only effect, or another doubt; inactive = no such curve, though single readings can be large; an effect the other way counts as inactive or inconclusive. Potency is the fitted concentration of half-maximal effect. These rows are one share of the data; the hit share may differ from the screen's.

structure	USP1 inh	ALOX12 inh	RXFP1 ag	Vif-A3F inh	IDH1 R132H inh	Vif-APOBEC3G blk	RGS4 inhibitor	TrxR1 substrate	TrxR1 inh
N#Cc1ccc(COn2nnc3ccccc32)cc1	-15.0%	-7.6%	1.6%	-0.7%	4.1%	-2.7%	-30.3%	3.6%[57.1 µM]	18.9%[57.1 µM]
Cc1nc2ccc(NC(=O)[C@H](C)N3C(=O)C4CC=CCC4C3=O)cc2s1 (stereo partly drawn)	-8.2%	-21.7%	x	8.3%	-7.9%	5.4%	12.4%	-2.5%	12.9%
Cc1ccc(NC2=CC(=O)CC(C)(C)C2)cc1C	-15.5%	-0.4%	-0.5%	-0.8%	9.1%	-3.5%	32.2%	6.0%[57.1 µM]	7.3%[57.1 µM]
CC(=O)Nc1ccc(Nc2nc(C)c([N+](=O)[O-])c(N(C)c3ccccc3)n2)cc1	5.1%	-20.8%	0.5%	6.1%	u	0.1%	-8.4%	2.1%[57.1 µM]	1.7%[57.1 µM]
CC(C)NC(=O)c1c2c(nc3ccccc13)CCCC2	-22.5%	116.3%[activator]	-0.5%	-5.8%	-0.4%	0.1%	-24.7%	0.9%	0.2%
Cc1ccc(NC(=O)CSc2ncc3ccccn23)cc1C	-12.6%	-2.8%	0.2%	0.4%	12.3%	-5.7%	-33.7%	-4.0%	-15.6%
COc1cc(OC)cc(C(=O)Nc2c(C(=O)Nc3ccc(F)cc3)oc3ccccc23)c1	-31.1%	0.0%	21.3%	0.3%	-9.4%	-18.8%	8.0%	54.5%[activator]	-19.0%
Fc1ccc(-c2cc(-c3nc(-c4ccc(Cl)cc4)no3)[nH]n2)cc1	-8.5%	-23.0%	-3.5%	-5.4%	-5.4%	-3.1%	2.7%	-2.3%[57.1 µM]	10.3%[57.1 µM]
Cc1sc2nc3c(C(=O)N4CCCC4)cc(C(=O)c4ccccc4O)cn3c(=O)c2c1C	-24.9%	u	1.4%	5.6%	9.6%	-1.0%	u	5.1%[57.1 µM]	14.1%[57.1 µM]
CCOC(=O)Nc1cc(C(=O)OC)cc(C(=O)OC)c1	-13.3%	3.5%	0.5%	0.1%	2.0%	4.5%	-10.5%[11.4 µM]	3.3%	8.0%
Cc1ccnc(N2CCC(C(=O)NNC(=O)c3ccccc3C)CC2)n1	3.7%	9.3%	0.0%	-4.7%	-2.4%	1.3%	-4.5%	22.8%	30.8%
COc1ccccc1-c1cc(C(=O)N/N=C\c2cn(C)nc2C)c2ccccc2n1	-15.0%	1.7%	1.8%	3.0%	-2.7%	-6.9%	14.9%	-18.5%	-22.1%
NS(=O)(=O)c1ccc(NC(=O)CCCCC(=O)Nc2ccc(S(N)(=O)=O)cc2)cc1	-25.9%	6.5%	5.1%	-13.7%	0.0%	-13.9%	-21.4%[56.9 µM]	9.1%	16.1%
Cc1ccc(NC2c3ccccc3C(=O)N2CCN2CCOCC2)cc1 (stereo not drawn)	-19.6%	-16.3%	1.7%	7.7%	15.0%	-0.2%	-6.9%	10.6%[57.1 µM]	1.7%[57.1 µM]
CSCCC(NS(=O)(=O)c1ccc2ccccc2c1)C(=O)O (stereo not drawn)	2.7%	0.0%	-0.2%	8.7%	-2.0%	0.9%	20.0%[11.4 µM]	9.1%[57.1 µM]	1.4%
CCN(CC)C(=O)c1[nH]cnc1C(=O)N[C@@H](C)C(=O)OCc1ccccc1	-14.7%	-1.0%	-3.2%	0.4%	-5.6%	-0.4%	1.5%	-1.8%	12.0%
COc1cc(/C=N/NC(=O)c2cccc([N+](=O)[O-])c2)ccc1OCc1ccc(C)cc1	-16.0%	0.0%	0.3%	-0.9%	-12.2%	1.7%	-29.7%	10.3%[57.1 µM]	8.0%[57.1 µM]
COc1cccc(N=Nc2c(C)[nH]n(-c3ccccc3)c2=O)c1	-20.6%	-5.5%	0.3%	3.0%	5.1%	-6.7%	-10.7%	-16.0%	-19.3%
O=C(Cn1cc(S(=O)(=O)c2ccc(Cl)cc2)c(=O)c2ccccc21)Nc1ccc2c(c1)OCO2	-13.7%	u	u	-9.0%	-11.0%	-4.9%	10.4%	-12.4%	-17.1%
Cc1noc(/C=C/N(C)C)c1S(=O)(=O)N1CCCC(C(=O)NCc2ccco2)C1 (stereo not drawn)	-17.5%	45.1%[activator]	-0.7%	-0.5%	1.4%	-0.5%	-10.0%	-3.3%[57.1 µM]	-3.1%[57.1 µM]
Cc1ccc(CC(=O)c2ccc(Cl)cc2)cc1	-16.7%	494.6%[activator]	-0.3%	-3.5%	-7.6%	-7.6%	11.9%	7.1%	20.1%
CCC(C)(C)n1nnnc1C(c1ccccn1)N1CCOCC1 (stereo not drawn)	0.5%	-16.6%	2.0%	-8.1%	2.3%	-0.2%	1.9%	11.2%[57.1 µM]	13.2%
Cc1ccc(-n2nc3c(c2NC(=O)c2ccc(Br)o2)CSC3)c(C)c1	-11.4%	8.91µM*	1.4%	1.3%	-1.3%	-4.1%	7.3%	7.5%	-11.9%
O=C1/C(=C/c2coc3ccc(O)cc3c2=O)SC(=S)N1c1ccccc1	-21.8%	-35.6%	-0.3%	-2.9%	-17.2%	-0.1%	-11.4%	-4.6%	5.6%
CCc1ccc2c(c1)c(=O)c(C(=O)c1ccc(C)cc1)cn2CC(=O)Nc1ccc2c(c1)OCCO2	-5.9%	-20.0%	3.4%	-0.5%	4.3%	-3.1%	-33.2%	-2.0%	-2.2%
O=C(NCc1cccnc1)c1cccc(S(=O)(=O)N2CCCCC2)c1	-26.0%	11.1%	11.0%	-4.2%	1.0%	-0.4%	2.9%	12.2%	18.2%
CCOC(=O)C1=C(COC(=O)c2ccc(Cl)cc2[N+](=O)[O-])NC(=O)NC1C (stereo not drawn)	-0.9%	u	0.3%	1.2%	-4.0%	-1.2%	8.9%	-4.6%[57.1 µM]	-3.6%[57.1 µM]
COc1ccc(N2CCN(C(=O)c3ccc4ccccc4n3)CC2)cc1	-11.0%	-18.7%	3.4%	-21.0%	5.3%	3.1%	-5.0%	1.1%[57.1 µM]	11.4%[57.1 µM]
Cc1ccc(S(=O)(=O)Oc2ccc(/C=C3\N=C(c4cccc(C)c4)OC3=O)cc2)cc1	-18.0%	u	-0.5%	-1.6%	-5.5%	-1.4%	-36.7%	4.8%	0.2%
COc1cccc(C=NCCNC(=O)c2nonc2N)c1O	-12.5%	-9.5%	-0.2%	0.2%	4.9%	-4.8%	-18.8%	-2.3%	-6.8%
CCCCN(CC)CCCNC(=O)c1cn(CC)c2ccc(S(=O)(=O)N3CCOCC3)cc2c1=O	-7.1%	-11.4%	5.2%	-6.0%	-7.4%	2.8%	-16.6%	-4.1%	-3.4%
Cc1ccc(-n2ncc3c(NC4CCCC4)ncnc32)cc1	-24.7%	u	-0.5%	-4.2%	9.6%	-4.2%	22.5%	2.9%[57.1 µM]	-0.2%[57.1 µM]
CCN1C(=O)C(CC(=O)Nc2c(C)cccc2C)SC1=Nc1ccc(S(N)(=O)=O)cc1 (stereo not drawn)	-10.2%	u	-0.1%	1.6%	3.5%	-3.9%	-32.5%	-15.5%	-115.6%
CCN(CC)c1ccc(N)cc1S(=O)(=O)Nc1ccccc1OC	-10.6%	u	0.7%	-1.3%	3.0%	-5.9%	u	-6.1%	u
O=C1COc2cc(S(=O)(=O)CCC(=O)NC3CCCCC3)c(Cl)cc2N1	-12.7%	-10.0%	0.1%	-3.6%	-6.1%	1.9%	27.1%	-3.0%	20.7%
CNc1nccc(-c2ccc(Cl)cc2)c1C#N	-1.2%	u	0.3%	3.9%	-2.7%	-7.8%	-4.9%	45.6%[activator]	56.7%[activator]
Cc1ccc2c(c1)C(=O)C(=O)N2c1ccc(Cl)cc1	-27.4%	-28.5%	x	u	0.0%	-5.6%	-27.8%	-7.0%[57.1 µM]	14.2%[57.1 µM]
CCN(CC)CCNC(=O)c1sc2ncn(CC(=O)Nc3ccc(C)c(Cl)c3)c(=O)c2c1C	-13.6%	u	12.0%	u	-1.6%	-1.0%	16.2%	6.3%[57.1 µM]	13.1%[57.1 µM]
COc1cc2c(cc1OC)CN(CC(=O)Nc1ccccc1SC)CC2	-3.7%	4.2%	1.1%	10.2%	-7.1%	-0.6%	50.9%	0.7%	24.6%

Full records, looked up by structure. Order of screens: USP1 inh, ALOX12 inh, RXFP1 ag, Vif-A3F inh, IDH1 R132H inh, Vif-APOBEC3G blk, RGS4 inhibitor, TrxR1 substrate, TrxR1 inh
CNc1nccc(-c2ccc(Cl)cc2)c1C#N is entered as -1.2%, u, 0.3%, 3.9%, -2.7%, -7.8%, -4.9%, 45.6%[activator], 56.7%[activator]
CCCCN(CC)CCCNC(=O)c1cn(CC)c2ccc(S(=O)(=O)N3CCOCC3)cc2c1=O is entered as -7.1%, -11.4%, 5.2%, -6.0%, -7.4%, 2.8%, -16.6%, -4.1%, -3.4%
